Source: PubChem BioAssay (National Center for Advancing Translational Sciences (NCATS))
FUS yeast rescue: qHTS for Suppressors of FUS Proteinopathy: Primary screen using FUS-linked yeast assay; S. cerevisiae FUS-expressing, growth rescue, OD600, 24 h; Potency, µM (doses to about 76.6 µM), for the others: at the highest dose growth rescue (activation), most hits filed as activators; actives 0.24% (n = 390,000);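 note: plate controls were DMSO vehicle for no effect and reference control for full effect; nearly all actives have a fitted effect of over 55% in size; some results filed as inactive show a strong effect at the top dose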
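S. cerevisiae expressing FUS from galactose induction served as the toxicity model. Growth after 24hr at 30C, read as absorbance at 600 nm, indicates suppression of toxicity; compounds dosed at several concentrations.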
EPAC1 ag: qHTS for Agonist of cAMP-regulated guanine nucleotide exchange factor 3 (EPAC1): primary screen | Rap guanine nucleotide exchange factor 3 (Homo sapiens), O95398 | EPAC1 agonist qHTS, biochemical assay; response scale: 100% = response to 6.5 mM cAMP | Potency, µM (doses to about 154 µM), inactives show at the top dose activation, hits mostly activators | actives 0.073% (n = 360,000); note: nearly all actives have a fitted effect of over 60% in size
Target sequence (O95398 whole entry, looked up): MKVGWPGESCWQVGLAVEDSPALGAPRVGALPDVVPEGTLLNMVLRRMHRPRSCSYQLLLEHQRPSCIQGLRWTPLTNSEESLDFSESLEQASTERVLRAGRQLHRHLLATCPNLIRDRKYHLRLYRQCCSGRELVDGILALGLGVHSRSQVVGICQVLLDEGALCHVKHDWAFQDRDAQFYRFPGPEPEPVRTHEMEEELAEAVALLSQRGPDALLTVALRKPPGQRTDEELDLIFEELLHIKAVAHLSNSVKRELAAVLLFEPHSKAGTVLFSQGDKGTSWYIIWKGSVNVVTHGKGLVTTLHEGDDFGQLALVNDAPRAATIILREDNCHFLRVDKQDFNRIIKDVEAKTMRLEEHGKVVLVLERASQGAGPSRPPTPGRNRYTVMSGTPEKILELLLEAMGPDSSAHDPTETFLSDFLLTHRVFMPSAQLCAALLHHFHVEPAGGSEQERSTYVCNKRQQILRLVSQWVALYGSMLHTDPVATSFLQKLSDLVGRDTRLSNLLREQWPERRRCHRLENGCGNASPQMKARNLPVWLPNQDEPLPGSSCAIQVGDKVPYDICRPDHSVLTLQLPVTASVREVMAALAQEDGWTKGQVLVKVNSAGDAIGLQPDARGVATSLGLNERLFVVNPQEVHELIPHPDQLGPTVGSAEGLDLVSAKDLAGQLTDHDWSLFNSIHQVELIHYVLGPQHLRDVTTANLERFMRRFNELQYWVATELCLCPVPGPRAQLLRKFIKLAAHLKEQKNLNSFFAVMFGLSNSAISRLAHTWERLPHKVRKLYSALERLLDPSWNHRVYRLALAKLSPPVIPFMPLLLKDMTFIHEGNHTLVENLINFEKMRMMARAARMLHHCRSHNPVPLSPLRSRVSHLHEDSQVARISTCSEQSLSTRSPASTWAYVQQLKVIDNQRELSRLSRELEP
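Nucleotide exchange assay: 100 nM EPAC1 with 250 nM Rap1B loaded with BODIPY-GDP and 50 uM GDP, room temperature. Fluorescence (480/540 nm) read every 5 min for 30 min; signal change normalized to 6.5 mM cAMP as full agonist.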
PTHR1 ag: qHTS for PTHR1 Agonists: Primary Screen | actives 0.075% (n = 410,000) | AID 743266, 2014 | Parathyroid hormone/parathyroid hormone-related peptide receptor (Homo sapiens), Q03431 | Potency, µM (titrated, usually from 115 µM), for the others: at the top dose activation, usual class: activators | HEK293 GP2 PTHR1 cells, GloSensor cAMP luminescence, 1 h; note: nearly all actives have a fitted effect of over 55% in size; some results filed as inactive show a strong effect at the top dose; inactives centre near -15; many of its hits are not listed in these tables
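HEK-293-derived GP2 cells expressing PTHR1 and a GloSensor cAMP reporter, 3,000/well, plated overnight, given luciferin plus IBMX (each 0.5 mM as added) for 1 h at 37 °C, then compound for 1 h at 37 °C. Luminescence was read after 15 min at room temperature.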
aSyn yeast inh: qHTS of alpha-syn Inhibitors | Yeast expressing alpha-synuclein, growth rescue, BacTiter-Glo, 24 h | actives 0.14% (n = 370,000) | Potency, µM (series often up to 46.1 µM), inactives show at the top dose growth rescue (activation), most hits filed as activators | AID 652106, 2013; note: % of control where 0% means no effect; nearly all actives have a fitted effect of over 65% in size
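Readout is rescue of growth in alpha-synuclein-expressing yeast, so inhibitors of toxicity appear as activators. Growth after 24 hr at 30 deg C in galactose medium is quantified by luminescence.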
EPAC2 agonist: qHTS for Agonist of cAMP-regulated guanine nucleotide exchange factor 4 (EPAC2): primary screen; EPAC2 activation, biochemical qHTS; response scale: 100% = 6.5 mM cAMP response; AID 720711, 2013; actives 0.079% (n = 360,000); Potency, µM (top dose mostly 154 µM), for inactives: at the highest dose activation, actives largely listed as activators; Rap guanine nucleotide exchange factor 4 (Homo sapiens), Q8WZA2; note: nearly all actives have a fitted effect of over 50% in size
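EPAC2 (100 nM) mixed with Rap1B loaded with BODIPY-GDP (250 nM) plus 50 uM unlabeled GDP; compounds pinned in, 5 min RT, then read every 5 min for 30 min (ex 480, em 540 nm). Normalized to cAMP control.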
EPAC1 antag: qHTS for Antagonist of cAMP-regulated guanine nucleotide exchange factor 3 (EPAC1): primary screen; AID 720709, 2013; Potency, µM (top dose mostly 115 µM), for the others: at the highest dose activity change, negative = inhibition, actives largely listed as inhibitors; Rap guanine nucleotide exchange factor 3 (Homo sapiens), O95398; EPAC1 GEF assay, Rap1b-BODIPY-GDP exchange fluorescence; actives 0.14% (n = 360,000);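 note: plate controls were vehicle for no effect and positive control for full effect; nearly all actives have a fitted effect of over 50% in size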
TDP-43 yeast inh: qHTS of TDP-43 Inhibitors | Potency, µM (titrated, usually from 46.1 µM), for inactives: top-dose growth rescue (activation), usual class: activators | AID 652104, 2013 | TDP-43 expressing yeast growth rescue, BacTiter-Glo, 24 h | actives 1.8% (n = 410,000); note: % of control where 0% means no effect; nearly all actives have a fitted effect of over 50% in size
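Readout is BacTiter-Glo luminescence of cell growth, so inhibitors register as activators. TDP-43-expressing yeast at OD600=0.02 in galactose medium, after raffinose pregrowth to mid-log, were incubated with compound for 24 hr at 30 deg C.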
EPAC2 antag: qHTS for Antagonist of cAMP-regulated guanine nucleotide exchange factor 2 (EPAC2): primary screen; EPAC2 GEF exchange of Rap1B-BODIPY-GDP, fluorescence; Potency, µM (highest dose often 114 µM), for the others: at the top dose activity, negative = inhibition, most hits filed as inhibitors; actives 0.18% (n = 360,000); AID 720708, 2013; note: % is set by controls: 0 for no effect and ±100 for the full control effect; nearly all actives have a fitted effect of over 45% in size; many of its hits are not listed in these tables
Numbers without * were called inactive; i = inactive; ? = inconclusive; . = no result given; [ ] = remark or other dose. Calls come from the whole dose curve; as a rule, active = well fitted curve in the direction sought with a large enough effect; inconclusive = small, poorly fitted or top-dose-only effect, or another doubt; inactive = no such curve, though single readings can be large; an effect the other way counts as inactive or inconclusive. Potency is the fitted concentration of half-maximal effect. This is a subset; count on the stated rates, not on these rows.

SMILES	FUS yeast rescue	EPAC1 ag	PTHR1 ag	aSyn yeast inh	EPAC2 agonist	EPAC1 antag	TDP-43 yeast inh	EPAC2 antag
CCCCNC(=O)C1(C)CCN1C(=O)c1ccc2ccccc2n1 (configuration not stated)	-20.1%	0.6%	-19.8%	6.6%	-4.3%	7.5%	28.2%	1.1%
O=C(CN1CCN(C(C(=O)Nc2ccc(F)cc2)c2ccccc2)CC1)NC1CC1 (configuration not stated)	.	-3.1%	-22.2%	1.0%	-0.2%	-15.6%	18.8%	9.1%
CCn1c(CNc2ccc(Cl)cc2)nnc1SCCN1CCCCC1	8.1%	-1.4%	-2.8%[57.5 µM]	-0.9%	-0.8%	-1.4%	2.4%	17.6%
C[C@@H]1CC2=C(C(=O)OC(C)(C)O2)[C@@H](C2CC2)O1	-10.5%	-0.2%	-16.1%	-2.4%	0.0%	4.0%	26.1%	0.8%
Cc1ccc(C(=O)C(=S)N2CCOCC2)cc1	.	2.8%	14.3%	-2.0%	21.7%	10.8%	6.0%	0.1%
COc1cccc(NC(=O)c2ccc3c(c2)C(=O)N(CC2CCCO2)C3=O)c1 (configuration not stated)	6.8%	10.4%	-63.5%[inhibitor]	-6.8%	5.6%	-5.0%	4.8%	-10.8%
CC1(C)Cc2c(sc(NC(=O)C(=O)N3CCOCC3)c2C#N)CO1	11.7%	3.4%	i	-0.1%	-9.3%	0.7%	?	2.6%
COc1ccc(OC)c(N2C(=O)CC(Cc3ccc(C)cc3)C2=O)c1 (configuration not stated)	2.3%	-2.9%	i	-0.6%	8.6%	-12.6%	12.7%	-2.0%
C/C(=N\NC(=O)CC(C)C)c1ccc(N2CCCCC2)cc1	.	-11.2%	i	3.0%	-7.7%	-9.9%	?	8.2%
O=C1CCCN1CCCNCC(=O)N1c2ccccc2Sc2ccccc21	-6.0%	6.0%	-23.4%	-3.5%	-5.3%	11.8%	-10.1%	1.9%
CCS(=O)(=O)N1CCC(C(=O)OCC(=O)c2ccc(Br)cc2)CC1	10.1%	-0.3%	i	-3.2%	-1.0%	7.7%	-12.9%	8.6%
CCCSc1ccc([C@H]2N[C@@](C)(C(=O)OC)[C@H]3C(=O)N(C)C(=O)[C@@H]23)cc1	-2.1%	4.5%	i	-3.8%	11.7%	11.6%	7.4%	-2.9%
COc1cc(C(=O)Nc2c(C)cc(C)cc2C)c(-n2cnnn2)cc1OC	10.0%	3.7%	-5.6%[57.5 µM]	0.4%	1.8%	14.0%	0.5%	10.4%
C/C(CC(=O)NC1CCCCC1)=N\NC(=O)Cc1ccc(-c2ccccc2)cc1	15.1%	3.7%	i	6.2%	8.2%	-1.6%	12.2%	2.7%
COc1ccc([C@H]2CC(=O)C=C(c3cc(Cl)ccc3C)C2)cc1	15.6%	10.6%	-8.0%	14.0%	4.4%	8.6%	20µM*	-20.0%
CCCCc1ccc(NC2=NCC(=O)N2CCc2ccccc2)cc1	-2.6%	-11.3%	-4.6%	8.5%	2.9%	-18.8%	11.8%	-19.1%
COC(=O)[C@@]12C[C@@H](CC(=O)NCC34CC5CC(CC(C5)C3)C4)C(=O)N(Cc3ccc4c(c3)OCO4)C1=CCC(C)(C)C2	44.4%	-1.8%	-24.3%	5.2%	-0.9%	-3.4%	16.5%	-2.2%
C/C=C/c1ccccc1OCc1ccc(C(=O)OC)o1	-12.8%	11.8%	-3.1%	-14.2%	3.1%	-12.0%	0.5%	-2.2%
CC(=O)Nc1ccc(S(=O)(=O)N2CCN(c3cc(C(F)(F)F)ccn3)CC2)cc1	23.6%	6.5%	-3.6%	-8.5%	2.3%	-13.7%	-27.3%	-9.9%
CC(C)CNC(=O)CC(=O)NN=C1CCCC1	.	7.0%	-8.7%	-2.8%	-0.2%	-13.1%	15.3%	3.0%
Cc1nc2c(cc(Oc3ccc(S(=O)(=O)N4CCOCC4)cn3)c3ccsc32)s1	43.6%	0.7%	-35.5%[inhibitor]	9.2%	14.8%	0.0%	23.0%	-3.0%
CC(C)OC(=O)c1c(NC(=O)CCn2nnc3ccccc32)sc2c1CCCC2	23.2%	2.8%	i	4.7%	-5.8%	6.9%	19.4%	-5.1%
COc1cc(-c2ccc3c(=O)c4ccccc4sc3c2)cc(OC)c1OC	8.3%	-7.7%	-61.8%[inhibitor]	-8.0%	3.0%	5.5%	2.3%	-4.7%
CCOC(=O)c1ccc(COc2ccc(C(C)C)cc2)o1	5.3%	-4.3%	-9.7%	0.5%	3.2%	1.2%	?	-10.6%
O=C(CSc1nccc(-c2cccs2)n1)Nc1ccc(Cl)cc1	-1.1%	22.1%	i	-0.1%	22.6%	-18.4%	10.0%	-12.4%
COc1ccc(-c2nc3ccc(N4CCCC4)cc3c(=O)[nH]2)cc1OC	7.7%	0.5%	i	1.8%	-9.7%	-12.2%	-3.9%	8.9%
Cc1cn2nc(N)c3ccccc3c2n1	-13.6%	-3.7%	i	2.6%	-8.6%	12.6%	-2.5%	7.5%
CC1=NNC(=O)C1C(c1cccc(O)c1)C(C#N)C#N (configuration not stated)	-28.3%	1.3%	i	-1.2%	-0.5%	-4.6%	13.8%	1.9%
COC(=O)Nc1sc2c(c1C(=O)N1CCOCC1)CCC(C)C2 (configuration not stated)	10.2%	0.7%	-9.0%[57.5 µM]	-9.4%	4.0%	11.5%	-12.5%	15.6%
COc1ccc(NC(=O)c2cc3ccccc3oc2=O)c(OC)c1	-30.5%	6.7%	i	-5.4%	1.0%	-15.6%	-0.8%	11.0%
Oc1ccc2ccccc2c1C=Nc1ccc(Cl)cn1	6.4%	10.5%	-7.7%	-3.7%	4.3%	?	-36.7%[inhibitor]	0.0%
Cc1nnc(C)n1/N=C/c1ccc(-c2ccccc2Cl)o1	-3.6%	-9.4%	i	1.8%	6.1%	4.5%	-1.7%	-2.4%
CCn1nc(C)c(NC(=O)CC23CC4CC(CC(C4)C2)C3)c1C	23.7%	3.5%	-8.2%	-2.9%	-7.3%	3.4%	-5.2%	-2.7%
Cc1ccc(Cl)cc1NC(=O)COC(=O)CSc1ccccc1	-12.4%	8.5%	i	-5.4%	7.4%	-13.9%	21.8%	-4.5%
Nc1cc(-c2nc3ncccc3o2)ccc1Cl	.	6.2%	-14.6%	5.3%	4.5%	-7.1%	?	9.0%
CC1(C)C2CCC1(CS(=O)(=O)N1CCCC1C(=O)O)C(=O)C2 (configuration not stated)	6.5%	-1.7%	-58.5%[inhibitor]	2.6%	7.0%	-14.8%	0.0%	-0.3%
Cc1cc(/C=C2\SC(=S)NC2=O)c(C)n1-c1cccc(O)c1	24.6%	6.5%	-2.5%	1.1%	14.7%	?	5.2%	-16.1%
C/C(=C/C=N/Nc1nc(N2CCCCC2)nc(N2CCCCC2)n1)c1ccccc1	1.6%	-0.6%	i	-12.0%	-7.1%	3.5%	19.7%	-0.7%
CCOc1cc2c(cc1OCC)CN(C(=O)c1cccc(S(=O)(=O)N3CCCC3)c1)CC2	20.0%	-11.7%	-10.3%	0.0%	1.3%	5.4%	-3.7%	-7.1%
Cc1cccc(C(C#N)c2ccc(Cl)nn2)c1 (configuration not stated)	13.6%	-6.2%	i	-19.3%	-2.4%	3.9%	-20.3%	23.0%
CCSc1nc2ccc(N3C(=O)C4C5C=CC(C5)C4C3=O)cc2s1 (configuration not stated)	.	0.3%	-22.5%	5.1%	2.3%	6.2%	?	16.4%
O=C(/C=C/c1ccc(O)c(O)c1)OC(Cc1ccc(O)c(O)c1)C(=O)O (configuration not stated)	-9.5%	-19.3%	-5.7%	1.6%	12.2%	-3.9%	-4.0%	-9.1%
C=CCNC(=S)N/N=C/c1ccc(C)s1	-8.9%	3.9%	-75.0%[inhibitor]	7.7%	11.9%	6.0%	?	2.1%
Cc1cccc(C)c1NC(=O)NC1(C(=O)NCCN2CCOCC2)CCCCC1	11.7%	-3.8%	i	-1.4%	1.8%	22.7%	2.3%	-4.8%
CCOc1ccccc1N1CCN(C(=O)Nc2ccc(F)c(Cl)c2)CC1	-0.7%	7.4%	i	-1.5%	12.0%	0.2%	?	-2.8%

Reprinted from the part before: three entries, then new ones.
SMILES	FUS yeast rescue	EPAC1 ag	PTHR1 ag	aSyn yeast inh	EPAC2 agonist	EPAC1 antag	TDP-43 yeast inh	EPAC2 antag
C=CCNC(=S)N/N=C/c1ccc(C)s1	-8.9%	3.9%	-75.0%[inhibitor]	7.7%	11.9%	6.0%	?	2.1%
Cc1cccc(C)c1NC(=O)NC1(C(=O)NCCN2CCOCC2)CCCCC1	11.7%	-3.8%	i	-1.4%	1.8%	22.7%	2.3%	-4.8%
CCOc1ccccc1N1CCN(C(=O)Nc2ccc(F)c(Cl)c2)CC1	-0.7%	7.4%	i	-1.5%	12.0%	0.2%	?	-2.8%
Cc1cc(C)n(C(C)CC(=O)Nc2ccc(-c3ccno3)cc2)n1 (configuration not stated)	-6.6%	-8.2%	-16.4%	3.7%	7.9%	-29.7%	-21.4%	-3.5%
CCOc1cc(N2CCOCC2)c(OCC)cc1NC(=O)c1cccc(S(=O)(=O)N2CCOCC2)c1	.	6.0%	i	1.8%	0.8%	-1.3%	19.8%	-0.5%
Cc1ccc(NC(=O)Cn2c(=O)n(Cc3ccco3)c(=N)c3c4c(sc32)COC(C)(C)C4)cc1	?	-25.7%	-11.4%[57.5 µM]	-7.7%	-3.5%	?	-9.8%	-14.1%
COCC(C)N1CC(O)=C(c2nc(-c3ccc(Cl)cc3)cs2)C1=N (configuration not stated)	8.6%	6.9%	i	-3.5%	8.5%	-23.6%	9.5%	1.6%
O=[N+]([O-])c1ccc(O)c(-c2cc(C(F)(F)F)nc(-c3ccccc3)n2)c1	-17.7%	5.6%	-60.0%[inhibitor]	-0.9%	-0.3%	4.8%	7.6%	-0.4%
